# GoLoco inh red: qHTS Assay for Inhibitors of RGS12 GoLoco Motif Activity (Red Fluorophore). Guanine nucleotide-binding protein G(i) subunit alpha-1 (Homo sapiens), P63096. Gai1:RGS12 GoLoco peptide FP, rhodamine, 10 min. Potency, µM (top dose mostly 61.6 µM), for inactives: top-dose activity, negative = inhibition, most hits filed as inhibitors. actives 0.44% (n = 230,000); active = well fitted inhibition curve with a large enough effect, not every such curve was filed as active; inactive = no such curve, though single readings can be large or run the other way; note: nearly all actives have a fitted effect of over 30% in size; many of its hits are not listed in these tables
# RECQ1 inh: qHTS Assay for Inhibitors of RecQ-Like Dna Helicase 1 (RECQ1); Potency, µM (series often up to 57.3 µM), for inactives: at the highest dose activity, negative = inhibition, hits mostly inhibitors; RECQ1 DNA unwinding, red fluorescence kinetic read; actives 0.54% (n = 240,000); AID 2549, 2010;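 note: plate controls were vehicle for no effect and no enzyme for full effect; nearly all actives have a fitted effect of over 30% in size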
#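 50 nM RECQ1T1 preincubated 15 min with compound in Tris pH 8.0 buffer with MgCl2, DTT, Tween-20 and 2.5 ug/ml poly(dI-dC); started with 200 nM TAMRA/BHQ-2 forked duplex and 2 mM ATP. Unwinding read as fluorescence (525/598 nm), two reads 2 h apart.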
# TR SRC2 fluor cs: Total Fluorescence Counterscreen for Inhibitors of the Interaction of Thyroid Hormone Receptor and Steroid Receptor Coregulator 2 | Potency, µM (top dose mostly 106 µM), without a hit: at the top dose fluorescence change, negative = quenching | TRb/SRC2 Texas Red total fluorescence interference | actives 0.29% (n = 280,000); active = well fitted curve in either direction with a large enough effect; inconclusive = small, poorly fitted or top-dose-only effect
#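 Flags fluorescent or light-absorbing compounds by total fluorescence, S + 2P, at 555 nm excitation and 632 nm emission. Mixture: 20 nM Texas Red SRC2 peptide, 0.6 uM human TRb LBD, 1 uM T3, 5% DMSO; compound exposure 5 h at ambient temperature.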
# Tau FP inhib: qHTS for Inhibitors of Tau Fibril Formation, Fluorescence Polarization. actives 0.39% (n = 280,000). K18 P301L tau heparin fibrillization, Alexa594 FP, 6 h. Potency, µM (highest dose often 57.7 µM), for inactives: at the highest dose activity, negative = inhibition, most hits filed as inhibitors; note: nearly all actives have a fitted effect of over 55% in size
# Target sequence (P10636 561-689 P618L limits assumed): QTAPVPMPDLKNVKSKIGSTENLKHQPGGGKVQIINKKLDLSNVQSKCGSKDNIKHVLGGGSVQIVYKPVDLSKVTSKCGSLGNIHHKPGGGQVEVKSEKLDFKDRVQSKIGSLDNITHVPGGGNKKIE
#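 Human K18 P301L fragment (15 uM unlabeled plus 0.24 uM Alexa 594-labeled) in 100 mM sodium acetate pH 7 with compound, aggregation induced by 20 uM heparin for 6 hr at 37 C. ThT (30 uM) added for 1 hr, then Alexa 594 FP read.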
# JMJD2E inh: qHTS Assay for Inhibitors of Human Jumonji Domain Containing 2E (JMJD2E); Lysine-specific demethylase 4E (Homo sapiens), B2RXH2; actives 1.6% (n = 230,000); JMJD2E catalytic domain, FDH-coupled NADH fluorescence (FDH is formaldehyde dehydrogenase); Potency, µM (doses to about 57.1 µM), inactives show at the highest dose activity change, negative = inhibition, most hits filed as inhibitors; active = well fitted inhibition curve with a large enough effect, not every such curve was filed as active; inconclusive = small, poorly fitted or top-dose-only effect, or another doubt; inactive = no such curve, though single readings can be large or run the other way;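 note: 0% = wells with enzyme and -100% = buffer wells without enzyme; nearly all actives have a fitted effect of over 50% in size; many of its hits are not listed in these tables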
# Tau fibril ThT: qHTS for Inhibitors of Tau Fibril Formation, Thioflavin T Binding | Microtubule-associated protein tau (Homo sapiens), P10636 | recombinant tau K18 P301L, heparin-induced fibrillization, ThT fluorescence | Potency, µM (series often up to 57.4 µM), for the others: at the top dose activity, negative = inhibition, most hits filed as inhibitors | actives 2.1% (n = 270,000) | AID 1460, 2008; note: nearly all actives have a fitted effect of over 55% in size
#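 Fibril formation assay: tau K18 P301L at 15 uM with trace Alexa 594 label, heparin inducer 20 uM, pH 7 sodium acetate buffer, 37 C for 6 hr; endpoint ThT signal.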
# L3MBTL1 inh: qHTS Assay for the Inhibitors of L3MBTL1. AID 485360, 2010. AlphaScreen L3MBTL1–H3K9me1 peptide binding. Potency, µM (doses to about 57.1 µM), for the others: at the highest dose activity, negative = inhibition, most hits filed as inhibitors. actives 0.66% (n = 230,000); note: nearly all actives have a fitted effect of over 60% in size
# Target sequence (Q9Y468 whole entry, looked up): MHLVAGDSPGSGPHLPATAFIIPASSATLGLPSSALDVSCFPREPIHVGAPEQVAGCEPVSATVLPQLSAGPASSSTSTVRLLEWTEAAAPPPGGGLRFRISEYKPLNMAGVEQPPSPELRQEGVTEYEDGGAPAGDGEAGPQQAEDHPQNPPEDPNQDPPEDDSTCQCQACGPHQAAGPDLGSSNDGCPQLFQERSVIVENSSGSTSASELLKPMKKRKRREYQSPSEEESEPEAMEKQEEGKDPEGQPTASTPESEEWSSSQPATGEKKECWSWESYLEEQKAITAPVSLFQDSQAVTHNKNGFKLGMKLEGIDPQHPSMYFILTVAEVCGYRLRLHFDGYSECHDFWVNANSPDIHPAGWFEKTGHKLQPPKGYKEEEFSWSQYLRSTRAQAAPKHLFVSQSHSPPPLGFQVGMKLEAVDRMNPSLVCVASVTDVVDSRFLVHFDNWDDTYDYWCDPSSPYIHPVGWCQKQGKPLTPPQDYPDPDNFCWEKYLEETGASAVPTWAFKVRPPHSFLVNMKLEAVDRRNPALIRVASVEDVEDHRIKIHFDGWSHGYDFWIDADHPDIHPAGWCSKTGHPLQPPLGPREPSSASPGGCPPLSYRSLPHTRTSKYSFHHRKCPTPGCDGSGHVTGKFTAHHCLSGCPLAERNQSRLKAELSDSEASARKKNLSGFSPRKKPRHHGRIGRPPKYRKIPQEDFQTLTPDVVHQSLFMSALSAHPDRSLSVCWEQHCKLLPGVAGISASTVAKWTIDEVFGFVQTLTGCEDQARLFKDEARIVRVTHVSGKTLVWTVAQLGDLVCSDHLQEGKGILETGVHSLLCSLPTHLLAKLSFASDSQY
#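 First, the protein-peptide complex forms for 30 min at room temperature (L3MBTL1 50 nM, biotinylated H3K9me1 peptide 75 nM). Next, compounds are pin-transferred and incubated 30 min. Finally, AlphaScreen beads are added and read after 30 min.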
# TRb-SRC2 inh: qHTS for Inhibitors of the Interaction of Thyroid Hormone Receptor and Steroid Receptor Coregulator 2; TRbeta-SRC2 peptide binding, fluorescence polarization; receptor liganded with 1 µM T3; Potency, µM (highest dose often 106 µM), for inactives: at the top dose activity change, negative = inhibition, hits mostly inhibitors; actives 0.065% (n = 280,000); AID 1469, 2008;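 note: plate controls were bound peptide for no effect and peptide without receptor for full effect; nearly all actives have a fitted effect of over 50% in size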
#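 Human TRb LBD (0.6 uM) plus Texas Red-labeled SRC2 peptide (20 nM), 1uM T3, 5% DMSO, 5 hr at ambient temperature. Decreased polarization (555/632 nm) flags inhibition; data normalized to free and bound peptide controls.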
# * hit, by the source's call; i = inactive; u = inconclusive; x = not tested or not shown; [ ] = remark or other dose. Unless noted, calls come from the whole dose curve; as a rule, active = well fitted curve in the direction sought with a large enough effect; inconclusive = small, poorly fitted or top-dose-only effect, or another doubt; inactive = no such curve, though single readings can be large; an effect the other way counts as inactive or inconclusive. Unless noted, % is set by controls: 0 for no effect and ±100 for the full control effect; potency is the fitted concentration of half-maximal effect. Some of the compounds tested. The share of hits here may be higher or lower than overall.
(1) C/C(CCN1CCc2nc(-c3ccccc3)c(-c3ccccc3)cc2C1)=N\O[C@@H](C)c1cn([C@@H]2COC[C@@H]2O)nn1
(2) Cc1cc(NC(=O)c2ccc(-c3ccc(Cl)cc3)o2)cc(-c2nc3ncccc3o2)c1O
(3) COc1ccc(/C=N/NC(=O)c2cc(C3CC3)[nH]n2)cc1OC
(4) COC(=O)CC1C(=O)NCCN1C(=O)Nc1ccccc1 (stereo unspecified)
(5) NC(=O)N/N=C/c1c(F)c(F)c(F)c(F)c1F
(6) CCOC(=O)C(C)(C)Sc1nc2c(cnn2-c2ccc(Cl)cc2)c(=O)[nH]1
(7) CCOC(=O)C1=C(C)NC(C)=C(C(=O)OCC)C1C(=O)OC1CCOC1=O (stereo unspecified)
(8) Cn1c(=O)c2c(nc(CN3CCC(C(N)=O)CC3)n2Cc2ccccc2F)n(C)c1=O

compound no. | 1 | 2 | 3 | 4 | 5 | 6 | 7 | 8
GoLoco inh red | x | x | 6% | x | -6% | 12% | 3% | -16%
RECQ1 inh | -15%[11.5 µM] | x | i | -5% | i | -6% | -1% | -1%
TR SRC2 fluor cs | u | 0% | 0% | 1% | -1% | -3% | -4% | 1%
Tau FP inhib | 2%[11.6 µM] | 2% | 4% | 3% | -7% | 3% | 3% | 8%
JMJD2E inh | x | x | -28% | 5% | 10% | 0% | u | 4%
Tau fibril ThT | -2%[11.5 µM] | -20% | u | 2% | 0% | -14% | -3% | -4%
L3MBTL1 inh | x | x | 7% | -6% | 9% | -1% | x | 1%
TRb-SRC2 inh | -14%[11.2 µM] | 5% | -6% | -3% | -3% | -5% | -2% | -8%

(9) Cc1nn(Cc2ccccc2Cl)c(C)c1NC(=O)c1cc(-c2ccc(F)cc2)on1
(10) CC1CCCN(C/C(O)=C(\C#N)c2nc3ccccc3[nH]2)C1 (stereo unspecified)
(11) COC(=O)c1ccc(NC(=O)N2CCOCC2)cc1
(12) COc1cccc2c1c(NC(=O)c1cc(C)on1)nn2C
(13) Cc1nn(C)c(C(=O)NNC(=S)Nc2ccc(Cl)cc2)c1[N+](=O)[O-]
(14) O=C(c1cc(-c2ccc(Cl)cc2)on1)N(Cc1cccc(F)c1)Cc1ccco1
(15) COCCn1c(N)c(NCc2ccccc2)c(=O)n(CC(=O)Nc2cc(C)ccc2C)c1=O
(16) Nc1c(C(=O)Nc2ccccc2)c2nc3ccccc3nc2n1CCCN1CCOCC1

compound no. | 9 | 10 | 11 | 12 | 13 | 14 | 15 | 16
GoLoco inh red | 4% | -6% | 2% | -2% | 1% | x | 3% | 4%
RECQ1 inh | i | i | -14% | 1% | -5% | x | i | -28%
TR SRC2 fluor cs | 3% | -1% | -5% | -6% | -2% | -1% | 1% | -3%
Tau FP inhib | 0% | -3% | -1% | -10% | -7% | -5% | -10% | -15%
JMJD2E inh | 1% | 7% | 5% | -1% | 5% | x | -11% | u
Tau fibril ThT | 2% | 0% | -16% | -7% | u | -2% | -5% | x
L3MBTL1 inh | -2%[11.4 µM] | -1%[11.4 µM] | 7% | -6% | -8% | x | -5% | x
TRb-SRC2 inh | 2% | 1% | 1% | -7% | -23% | -2% | -10% | 0%

# Along the list, quoted from above:
# Compounds 8–13 in Tau fibril ThT read -4%, 2%, 0%, -16%, -7%, u
# Compounds 8–13 in L3MBTL1 inh read 1%, -2%[11.4 µM], -1%[11.4 µM], 7%, -6%, -8%

# The results go on.
(17) COc1ccc(Cn2c(=O)c3oc4ccccc4c3n(Cc3cccc(C)c3)c2=O)cc1
(18) CC1CCCCN1S(=O)(=O)c1ccc(S(=O)(=O)N(CC(=O)Nc2ccccc2)Cc2cccs2)cc1 (stereo unspecified)
(19) COc1ccc(/C=C/c2nnc(NC(=O)COc3cccc(C)c3)s2)cc1
(20) COc1ccccc1-c1cn[nH]c(=S)n1
(21) NC(=O)[C@H]1CC2(CC(c3cccc(NC(=O)COc4ccc(Cl)cc4)c3)=NO2)CN1C(=O)Cc1ccc([N+](=O)[O-])cc1 (stereo partly specified)
(22) CCOc1ccccc1NC(=O)Nc1cccc(S(N)(=O)=O)c1
(23) O=[N+]([O-])c1ccc(Sc2ccccc2Cl)nc1
(24) Cc1cc(C(C)(C)C)cc(S(=O)(=O)Nc2cccc(C(=O)O)c2)c1C

compound no. | 17 | 18 | 19 | 20 | 21 | 22 | 23 | 24
GoLoco inh red | x | -3% | 1% | -5% | -7% | 5% | -10% | -9%
RECQ1 inh | x | -3% | -5% | -11% | i | -15% | i | i
TR SRC2 fluor cs | -4% | -4% | -1% | -1% | -1% | -4% | -1% | -2%
Tau FP inhib | -7% | -4% | -11% | -2% | u | -7% | 1% | 1%
JMJD2E inh | x | -1% | u | -26% | -12% | 8% | -7% | 8%
Tau fibril ThT | -1% | -7% | u | u | u | -2% | -9% | -4%
L3MBTL1 inh | x | 1% | 5% | -11% | x | -4% | x | x
TRb-SRC2 inh | 11% | 0% | 4% | 9% | 2% | -2% | -26% | -11%

(25) Cc1ccc(CN(C)C(=O)c2ccccc2Oc2ccccc2)o1
(26) COC(=O)C(C)n1cnc2c(cnn2-c2ccc(Cl)cc2)c1=O (stereo unspecified)
(27) O=C1CCCc2oc3c(cc(NS(=O)(=O)c4ccc5c6c(cccc46)C(=O)N5)c4ccccc43)c21
(28) COc1ccccc1N/N=C/c1ccc2c(c1)OCO2
(29) C/C(=N/NC(=O)CNc1ccc(C)cc1)c1ccc(Br)s1
(30) CCOc1ccccc1NC(=O)C1CCN(S(=O)(=O)c2ccc(Br)cc2)CC1
(31) Cc1ccc(/C=C2\SC(N3CCN(C(c4ccccc4)c4ccccc4)CC3)=NC2=O)o1
(32) Cc1cccc(Oc2coc3cc(OC(=O)c4cc5ccccc5oc4=O)ccc3c2=O)c1

compound no. | 25 | 26 | 27 | 28 | 29 | 30 | 31 | 32
GoLoco inh red | -28% | 3% | -6% | 0% | 12% | x | 9% | 8%
RECQ1 inh | -4% | -3% | 3% | -1% | -13% | x | -9% | 1%
TR SRC2 fluor cs | -3% | -1% | -5% | -4% | -9% | 3% | 0% | -1%
Tau FP inhib | -3% | -4% | -6% | 4% | 11% | 1% | 3% | -1%
JMJD2E inh | -4% | 3% | u | u | 5% | x | 0% | u
Tau fibril ThT | u | 8% | u | u | u | 2% | 5% | -20%
L3MBTL1 inh | 0% | 6% | x | -11% | u | x | 14µM* | 6%
TRb-SRC2 inh | -5% | -3% | 2% | -1% | -8% | 1% | 2% | -14%

(33) Cc1ccc(C2=NN(C(=O)CN3C(=O)c4ccccc4S3(=O)=O)C(c3ccco3)C2)cc1 (stereo unspecified)
(34) COc1ccc(NC(=O)CSc2nnc(CNC(=O)c3ccco3)o2)cc1
(35) COc1ccccc1-n1c(SCC(N)=O)nnc1-c1ccccc1
(36) CCc1cc2c(nc1CC)CCN(CC/C(C)=N/O[C@@H]1O[C@H](COC(C)=O)[C@H](OC(C)=O)[C@H](OC(C)=O)[C@H]1OC(C)=O)C2
(37) COc1ccccc1C(=O)Nc1c(C(=O)Nc2ccccc2F)oc2ccccc12
(38) CCOc1ccc(NC(=O)c2ccccc2NC(=O)CN(C)CC(=O)Nc2ccc(C)cc2)cc1
(39) Cc1cccc(NC(=O)c2c(NC(=O)c3ccco3)sc3c2CCC(C)C3)c1 (stereo unspecified)
(40) Oc1ccc(Cl)cc1-c1cc(-c2cccc(Br)c2)n[nH]1
(41) COC(=O)C(C(=O)OC)C1O[C@@]23COCCC2(C)C3c2ccccc21 (stereo partly specified)
(42) O=C(O)CCC(=O)NNC(=O)c1cccc(Cl)c1
(43) COc1ccc(/C=N/NC(=O)c2ccc(Br)cc2)cc1CN1CCOCC1

compound no. | 33 | 34 | 35 | 36 | 37 | 38 | 39 | 40 | 41 | 42 | 43
GoLoco inh red | 3% | 0% | 1% | x | x | 2% | x | -2% | x | -6% | 2%
RECQ1 inh | i | i | -5% | 0%[11.5 µM] | x | u | x | -4% | i[11.5 µM] | 8% | -2%
TR SRC2 fluor cs | -1% | -2% | 0% | 2%[11.2 µM] | -1% | 0% | -1% | 2% | 1%[11.2 µM] | -1% | -1%
Tau FP inhib | -1% | -1% | 1% | 1%[11.6 µM] | u | -6% | -9% | u | 4%[11.6 µM] | 4% | -2%
JMJD2E inh | u | -1% | 2% | x | x | -2% | x | 2% | x | 10% | 4%
Tau fibril ThT | 0% | 0% | -5% | -7%[11.5 µM] | 0% | -9% | 0% | -14% | -20%[11.5 µM] | 0% | -8%
L3MBTL1 inh | 10% | x | 14% | x | x | -8% | x | x | x | -3% | 5%
TRb-SRC2 inh | -3% | -4% | -1% | 1%[11.2 µM] | -4% | 3% | -10% | 11% | 6%[11.2 µM] | 2% | 1%

# Compounds shown so far containing fluorine:
(5) NC(=O)N/N=C/c1c(F)c(F)c(F)c(F)c1F
(8) Cn1c(=O)c2c(nc(CN3CCC(C(N)=O)CC3)n2Cc2ccccc2F)n(C)c1=O
(9) Cc1nn(Cc2ccccc2Cl)c(C)c1NC(=O)c1cc(-c2ccc(F)cc2)on1
(14) O=C(c1cc(-c2ccc(Cl)cc2)on1)N(Cc1cccc(F)c1)Cc1ccco1
(37) COc1ccccc1C(=O)Nc1c(C(=O)Nc2ccccc2F)oc2ccccc12

compound no. | 5 | 8 | 9 | 14 | 37
GoLoco inh red | -6% | -16% | 4% | x | x
RECQ1 inh | i | -1% | i | x | x
TR SRC2 fluor cs | -1% | 1% | 3% | -1% | -1%
Tau FP inhib | -7% | 8% | 0% | -5% | u
JMJD2E inh | 10% | 4% | 1% | x | x
Tau fibril ThT | 0% | -4% | 2% | -2% | 0%
L3MBTL1 inh | 9% | 1% | -2%[11.4 µM] | x | x
TRb-SRC2 inh | -3% | -8% | 2% | -2% | -4%
